# Source: PubChem (National Center for Advancing Translational Sciences (NCATS))
# BAZ2B inh – qHTS Assay for Inhibitors of BAZ2B; AlphaScreen BAZ2B-H3K14Ac peptide displacement; Potency, µM (top dose mostly 114 µM), for inactives: at the top dose activity change, negative = inhibition, most hits filed as inhibitors; 4.4% of 360,000 active; AID 504333, 2011; further: on the % scale 0 is the no-effect control and ±100 the full control effect; nearly all actives have a fitted effect of over 60% in size
#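 Compounds, titrated to a top concentration of 110 uM, were incubated 30 min at room temperature with preformed BAZ2B/acetyl-K14 H3 peptide complex (50 nM each). Proximity signal was measured by AlphaScreen after 20 min with beads.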
# GLS inh – qHTS for Inhibitors of Glutaminase (GLS); Glutaminase kidney isoform, mitochondrial (Homo sapiens), O94925; GLS enzymatic activity, qHTS titration; Potency, µM (doses to about 45.5 µM), for the others: at the top dose activity change, negative = inhibition, actives largely listed as inhibitors; 0.21% of 410,000 active; further: on the % scale 0 is the no-effect control and ±100 the full control effect
#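 Coupled fluorescence readout: glutamate oxidase/HRP/Amplex Red detect glutamate formed by hKGA from L-glutamine (1 mM solution added). Buffer 45 mM KH2PO4 pH 8.2, 0.02% Tween-20; reads at t0 and 30 min RT.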
# BLM inh – qHTS Assay for Inhibitors of Bloom's syndrome helicase (BLM); recombinant BLM DNA unwinding, fluorescence dequenching; Potency, µM (series often up to 56.1 µM), for inactives: at the top dose activity change, negative = inhibition, usual class: inhibitors; 0.2% of 350,000 active;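 further: plate controls were vehicle for no effect and no enzyme for full effect; nearly all actives have a fitted effect of over 35% in size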
# JMJD2A Tudor inh – qHTS Assay for Inhibitors of JMJD2A-Tudor Domain; AlphaScreen JMJD2A-Tudor / H3K4me3 peptide binding; Potency, µM (highest dose often 114 µM), inactives show at the highest dose activity change, negative = inhibition, actives largely listed as inhibitors; Lysine-specific demethylase 4A (Homo sapiens), O75164; 4.4% of 390,000 active; further: on the % scale 0 is the no-effect control and ±100 the full control effect; nearly all actives have a fitted effect of over 50% in size
# HP1b binding inh – HTS for Inhibitors of HP1-beta Chromodomain Interactions with Methylated Histone Tails; AlphaScreen HP1-beta / biotin-H3K9me3 peptide binding; Potency, µM (doses to about 114 µM), without a hit: at the highest dose activity change, negative = inhibition, usual class: inhibitors; 0.56% of 390,000 active; AID 540317, 2011; further: nearly all actives have a fitted effect of over 70% in size; inactives centre near 23
# Target sequence (P83916 whole entry, looked up): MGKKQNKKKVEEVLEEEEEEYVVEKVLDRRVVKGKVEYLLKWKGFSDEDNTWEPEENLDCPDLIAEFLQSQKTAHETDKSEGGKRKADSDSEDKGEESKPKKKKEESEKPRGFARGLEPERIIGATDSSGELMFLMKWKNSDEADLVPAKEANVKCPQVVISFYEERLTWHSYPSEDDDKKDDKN
#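 Compound inhibition of the preformed complex between 50 nM HP1-beta and 50 nM biotinylated H3K9me3 peptide was read by AlphaScreen. Buffer was PBS pH 7.4 with 0.01% Tween-20. Incubations ran 30 min at room temperature, with 10 ug/mL donor/acceptor beads.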
# POLI inh – qHTS for Inhibitors of Polymerase Iota. Pol iota fluorescent replication assay, 10 min. Potency, µM (series often up to 115 µM), for the others: top-dose activity, negative = inhibition, hits mostly inhibitors. 1% of 390,000 active
#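 Pol iota at 10 nM preincubated 15 min with compounds at room temperature; reaction started with fluorescent substrate, 50 nM final. Fluorescence read kinetically at 0 and 10 min; buffer-only wells as negative control.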
# Tb PGK inh – qHTS Assay to Find Inhibitors of Phosphoglycerate Kinase. Phosphoglycerate kinase, glycosomal (Trypanosoma brucei brucei), P07378. PGK/GAPDH coupled, Kinase-Glo luminescence, 60 min. Potency, µM (top dose mostly 57.5 µM), inactives show top-dose activity change, negative = inhibition, hits mostly inhibitors. 0.043% of 380,000 active; further: on the % scale 0 is the no-effect control and ±100 the full control effect; nearly all actives have a fitted effect of over 60% in size
#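 Luminescent ATP detection (Kinase-Glo Plus) follows a 60-minute room-temperature incubation, with wells lacking PGK as controls. Buffer: 100 mM TEA (pH 7.6), 5 mM MgCl2, 0.01% Tween-20. Coupling enzyme GAPDH (100 nM final) supplies unstable 1,3-BPG in-well.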
# G9a inh – qHTS Assay for Inhibitors of Histone Lysine Methyltransferase G9a; 8.8% of 350,000 active; Histone-lysine N-methyltransferase EHMT2 (Homo sapiens), Q96KQ7; G9a H3K9 monomethylation, AlphaScreen, 2 h; Potency, µM (doses to about 102 µM), for the others: at the top dose activity, negative = inhibition, hits mostly inhibitors; further: on the % scale 0 is the no-effect control and ±100 the full control effect; nearly all actives have a fitted effect of over 75% in size
# Target sequence (Q96KQ7 913-1193 limits assumed): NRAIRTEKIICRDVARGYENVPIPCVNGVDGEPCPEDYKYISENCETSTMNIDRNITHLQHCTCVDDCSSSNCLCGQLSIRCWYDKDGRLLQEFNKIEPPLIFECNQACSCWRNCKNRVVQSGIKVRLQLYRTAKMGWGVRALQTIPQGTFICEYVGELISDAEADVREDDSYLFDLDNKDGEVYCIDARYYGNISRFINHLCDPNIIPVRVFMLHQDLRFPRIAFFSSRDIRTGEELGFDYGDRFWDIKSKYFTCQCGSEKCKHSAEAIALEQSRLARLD
#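 G9a (20 nM) preincubated 15 min RT with compounds, then 500 nM biotinylated H3K9 peptide and 20 uM SAM added; 2 h RT reaction. Monomethyl-H3K9 product detected by AlphaScreen with anti-H3K9me1 antibody, streptavidin donor and anti-rabbit IgG acceptor beads.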
# Pin1 inhibitor – qHTS Assay to Find Inhibitors of Pin1 | AID 504891, 2011 | Peptidyl-prolyl cis-trans isomerase NIMA-interacting 1 (Homo sapiens), Q13526 | Pin1 FP peptide displacement, HiFluor488, 10 min | 0.009% of 390,000 active | Potency, µM (top dose mostly 115 µM), for the others: at the highest dose activity, negative = inhibition, most hits filed as inhibitors; active means well fitted inhibition curve with a large enough effect in the polarisation, with a control signal flat, not every such curve was filed as active; inconclusive means small, poorly fitted or top-dose-only effect, or effect the other way, or a change in a side signal; inactive means no such curve, though single readings can be large or run the other way; the % refers to the polarisation; further: on the % scale 0 is the no-effect control and ±100 the full control effect
# Target sequence (Q13526 whole entry, looked up): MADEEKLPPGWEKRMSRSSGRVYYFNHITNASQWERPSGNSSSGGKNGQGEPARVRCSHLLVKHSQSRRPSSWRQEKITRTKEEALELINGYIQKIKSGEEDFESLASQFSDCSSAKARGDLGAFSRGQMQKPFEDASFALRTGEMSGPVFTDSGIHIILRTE
# * hit, by the source's call; i = inactive; u = inconclusive; x = not tested or not shown; & = joins results of further samples; [ ] = remark or other dose. Unless noted, the call rests on the fitted dose curve; in most records, active means well fitted curve in the direction sought with a large enough effect; inconclusive means small, poorly fitted or top-dose-only effect, or another doubt; inactive means no such curve, though single readings can be large; an effect the other way counts as inactive or inconclusive. Potency means the concentration at half of the fitted maximal effect. The list is partial; the hit share may differ from the screen's.
# Assay codes – A = BAZ2B inh; B = GLS inh; C = BLM inh; D = JMJD2A Tudor inh; E = HP1b binding inh; F = POLI inh; G = Tb PGK inh; H = G9a inh; I = Pin1 inhibitor
N#Cc1nc(COc2ccc(F)cc2)oc1N1CCC(Cc2ccccc2)CC1
  A: u	B: 5%	C: -2%	D: -30%	E: -27%	F: 11%	G: -3%	H: u	I: -3%

N#Cc1cccc(CN2CCC(=O)N([C@H](CO)c3ccccc3)CC2)c1
  A: 16%[57.1 µM]	B: 9%	C: 2%	D: -12%	E: 30%	F: -4%&2%	G: -1%	H: x	I: 6%

CSc1ccc(CN(C)CC(=O)NCc2ccccc2)cc1
  A: -23%	B: -14%	C: 0%	D: -1%	E: 29%	F: -18%	G: -7%	H: -7%	I: -8%

O=C(NC(NC(=S)Nc1ccccc1C(=O)O)C(Cl)(Cl)Cl)c1ccccc1 (stereo not given)
  A: u	B: -2%	C: -1%	D: 50µM*	E: u	F: 53%[activator]	G: -2%	H: 25µM*	I: -18%

COc1ccc(N(CC(=O)NC(C)(C)C)C(=O)CCC(=O)Nc2nccs2)cc1
  A: 2%	B: 0%	C: 4%	D: -2%	E: 30%	F: -14%	G: -1%	H: 9%	I: -5%

CC1CCCC(C)N1C(=O)/C=C/c1ccc(S(=O)(=O)N2CCOCC2)cc1 (stereo not given)
  A: 7%	B: -3%	C: x	D: -15%	E: -15%	F: 14%	G: 0%	H: 5%	I: -9%

COc1ccc(C(=O)Nc2cc(C(=O)O)cc(C(=O)O)c2)cc1Cl
  A: -12%	B: -3%	C: 5%	D: -29%	E: -8%	F: 1%	G: -3%	H: x	I: -8%

CCn1c(=O)c(=O)[nH]c2cc(C(=O)N3CCN(Cc4ccc5c(c4)OCO5)CC3)ccc21
  A: -6%	B: -2%	C: 0%	D: -16%	E: 31%	F: 60%[activator]	G: -8%	H: 16%	I: -2%

CC(=O)N1CCc2cc(S(=O)(=O)N3CCc4ccccc43)ccc21
  A: 4%	B: -14%	C: -5%	D: -3%	E: 27%	F: 13%	G: 0%	H: 86%[activator]	I: -14%

COc1ccc(CN2CCN(c3cccc(C)c3C)CC2)cc1OC
  A: 56µM*	B: x	C: -6%	D: 7%	E: 17%	F: 45%[activator]	G: -5%	H: 11µM*	I: 1%

CCCN(CCC)C(=O)Cn1c(=O)n(CCCC(=O)NCc2ccco2)c(=O)c2sccc21
  A: 15%	B: -3%	C: -1%	D: -10%	E: 17%	F: 48%[activator]	G: i	H: 5%	I: 0%

Cc1sc(-n2c(C)cc(C=O)c2C)c(C(=O)O)c1C
  A: u	B: 1%	C: -4%	D: -22%	E: 16%	F: 35µM*	G: -3%	H: u	I: -6%

O=c1c2ccccc2nc2c3ccccc3c(NCCO)nn12
  A: -7%	B: 0%	C: 4%	D: 4%	E: 46%[activator]	F: 18%	G: -1%	H: -1%	I: 6%

Cn1c(=O)n(C)c2cc(NC(=O)c3ccc(F)cc3)ccc21
  A: u	B: 2%	C: 0%	D: -11%	E: 28%	F: 6%	G: 5%	H: 11%	I: 0%

CCn1c(COc2ccc(C)cc2)nnc1SCc1nc2ccccc2[nH]1
  A: -31%	B: 5%	C: 3%	D: -32%	E: 29%	F: 19%	G: 1%	H: x	I: 1%

CC1CCCCC12NC(=O)N(Cc1cc(=O)n3ccsc3n1)C2=O (stereo not given)
  A: -16%	B: 12%	C: -11%	D: -27%	E: 9%	F: 79µM*	G: -8%	H: 11%[59 µM]	I: -8%

COc1ccc(C)cc1NC(=O)COC(=O)C1CC1
  A: 13%	B: 9%	C: 0%	D: -10%	E: 39%[activator]	F: 12%	G: -5%	H: 38%[12.7 µM]	I: 1%

CCC(C)NC(=O)C(Sc1ccccc1)c1ccccc1 (stereo not given)
  A: -1%	B: -13%	C: -3%	D: -3%	E: 41%[activator]	F: 7%	G: i	H: x	I: 0%

CC1(C)Cc2cccc(C(=O)NC3CCN(Cc4ccccc4)CC3)c2O1
  A: -4%	B: 7%	C: 0%	D: -21%	E: 6%	F: 43%[activator]	G: 17%	H: 5%	I: -12%

Cc1ccc(-c2nc(C)c(CCNS(=O)(=O)c3ccc(F)c(C(F)(F)F)c3)s2)cc1
  A: 1%	B: -11%	C: -3%	D: -14%	E: 25%[57 µM]	F: 11%	G: i	H: 2%[59 µM]	I: 0%

COCCCn1c(SCc2nnc(-c3ccc(OC)c(OC)c3)o2)nnc1-c1ccncc1
  A: -1%	B: -6%	C: 3%	D: 5%	E: 29%	F: 3%	G: 1%	H: -23%[59 µM]	I: -8%

Brc1ccccc1-c1nnc(COc2ncnc3ccccc23)o1
  A: -9%	B: 0%	C: -8%	D: -14%	E: -4%	F: 16%	G: 0%	H: 11%[12.7 µM]	I: -1%

Cc1ccc(CNC(=O)/C(C#N)=C/c2ccc(C)s2)cc1
  A: -34%	B: 9%	C: -3%	D: -7%	E: 15%	F: 5%	G: -9%	H: 12%[12.7 µM]	I: 0%

O=C(CSc1nnc(NC(=O)c2c(F)cccc2F)s1)NC1CCCCC1
  A: -18%	B: 10%	C: -1%	D: -2%	E: 27%	F: 76%[activator]	G: i	H: -15%	I: -7%

COc1ccc(CNC(=O)[C@H](C)NC(=O)C2CCN(S(=O)(=O)c3ccccc3)CC2)cc1
  A: -4%	B: -12%	C: 2%	D: -12%	E: 50%[activator]	F: -7%	G: 0%	H: 51%[activator]	I: -7%

CCOc1ccccc1N(C(=O)Nc1ccc(Cl)cc1)C1=NC(C)CS1 (stereo not given)
  A: 13%	B: 6%	C: -5%	D: 4%	E: 52%[activator]	F: -7%	G: -2%	H: -7%	I: -5%

COc1ccc(OC)c(S(=O)(=O)NCCc2ccccc2)c1
  A: -23%	B: 0%	C: -3%	D: 2%	E: 13%	F: -9%	G: 0%	H: -24%[12.7 µM]	I: 6%

O=C(Cn1nc(C(F)F)cc1C(F)F)NNC(=S)Nc1ccc(F)cc1
  A: 10%	B: 21%	C: -14%	D: -10%	E: 14%	F: 16%	G: 11%	H: u	I: 0%

O=C(CSc1nc2ccccc2o1)Nc1nc2ccccc2s1
  A: -18%	B: 1%	C: -1%	D: -10%	E: 42%[activator]	F: 5%	G: 2%	H: x	I: 17%

CCCCN(CC)C(=O)Cc1ccccc1OC
  A: 10%	B: 4%	C: 0%	D: -12%	E: 29%	F: -1%	G: -10%	H: 42%[12.7 µM]	I: -8%

O=C(NCC1CCCO1)/C(=C/c1ccc(Cl)cc1)NC(=O)c1ccccc1 (stereo not given)
  A: -21%	B: -1%	C: -3%	D: 0%	E: 19%	F: -2%	G: -13%	H: 23%[59 µM]	I: -1%

CCCCCCCc1nn2c(=O)cc(O)nc2s1
  A: 21%	B: -15%	C: -3%	D: -4%	E: 32%	F: u	G: i	H: -19%[59 µM]	I: 12%

O=c1oc2ccccc2c(N2CCCCC2)c1CN1CCCC1
  A: 6%	B: 13%	C: 4%	D: 4%	E: 23%	F: 13%	G: -6%	H: 11%[59 µM]	I: -12%

O=C(NCc1cccnc1)Nc1ccccc1
  A: -7%	B: -4%	C: 4%	D: -6%	E: 13%	F: -1%	G: -9%	H: x	I: 2%

CC(C)(C)OC(=O)NCc1ccc(CNC(=O)c2[nH]cnc2C(=O)N[C@@H](Cc2ccccc2)C(=O)OC(C)(C)C)cc1
  A: -1%	B: -4%	C: -19%	D: -33%	E: 36%	F: 18%	G: 9%	H: 13%	I: u

Cc1ccc2nc(NC(=O)c3ccc(N4C(=O)CCC4=O)cc3)sc2c1
  A: u	B: 3%	C: 1%	D: -25%	E: 32%	F: 33%	G: -6%	H: 11µM*	I: 0%

Cc1ccc(-c2ccc(=O)n(CC(=O)NCCCN3CCCCC3)n2)cc1
  A: -5%	B: -10%	C: -1%	D: -6%	E: 8%	F: 18%	G: -11%	H: -17%[59 µM]	I: 7%

CC(=O)N1CCC(C(=O)Nc2cc(C)cc(C)c2)CC1
  A: -1%	B: -2%	C: 1%	D: u	E: -4%	F: 54%[activator]	G: -8%	H: u	I: 2%

CC(=O)Nc1ccc(-c2nnn(CC(=O)Nc3ccc4c(c3)OCO4)n2)cc1Cl
  A: -15%	B: 2%	C: -4%	D: -9%	E: -21%	F: 27%	G: -8%	H: 8%	I: 11%

CCN(CC)CCNCc1cc(Br)ccc1OCC(=O)NCc1ccccc1
  A: u	B: 4%	C: 76%[activator]	D: -14%	E: 38%	F: u	G: 3%	H: -43%[59 µM]	I: 0%

CCc1ccc(NC(=O)Cn2nnc(-c3ccc(C)cc3-n3cnnn3)n2)cc1
  A: -21%	B: 0%	C: -1%	D: -4%	E: 30%	F: -3%	G: 1%	H: 3%	I: 4%

COc1ccc(O)c(C2Nc3ccccc3-n3c(-c4ccccc4)c4c(=O)n(C)c(=O)n(C)c4c32)c1 (stereo not given)
  A: -7%	B: 13%	C: -5%	D: -7%	E: 21%	F: -3%	G: -5%	H: u	I: 4%

O=C(O)c1ccc(NC2(C(=O)O)CCCC2)cc1
  A: x	B: 33%[activator]	C: x	D: u	E: 17%	F: -6%	G: i	H: x	I: -20%

CCC(CC)C1C(C#N)=C(N)Oc2n[nH]c(-c3ccccc3)c21 (stereo not given)
  A: 6%	B: -4%	C: 2%	D: -12%	E: 25%	F: 19%	G: i	H: 40%[12.7 µM]	I: 2%
